EWS-Fli inh: EWS/Fli-driven NR0B1 reporter inhibitors, primary screen, A673 cells, NR0B1 luciferase, luminescence, MLPCN library; viability-normalised; inhibition, % at 12.6 µM; 350,000 compounds, 0.67% hits;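 active = mean inhibition of at least 50% after viability correction, with every replicate also passing that limit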;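 note: firefly luciferase signal divided by Alamar Blue viability fluorescence both relative to DMSO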
DENV2 CPE rescue: inhibitors of DENV2 cytopathic effect, primary screen, cell-based, plate reader, single concentration; DENV2-infected cells, cytopathic effect rescue; CPE inhibition, % at 9.99 µM; 350,000 compounds, 1.7% hits; AID 651640, 2012; in the data active = CPE inhibition above about 20%, passing the limit was not always enough; tested in BHK-21 cells;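 note: 0% = median of neutral control wells and 100% = median of positive control wells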
Xi reactivation: activators of inactive X chromosome reactivation, primary screen, imaging, XiGFP fibroblasts, GFP high-content imaging, set 2. XiGFP mouse fibroblasts, % GFP-positive cells imaging, 3 d; cells co-treated with 5-aza-dC sensitizer; scaled so ellipticine positive control = 100%. activation, % at 7.58 µM. 360,000 compounds, 0.055% hits;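 active = mean normalized replicate activation at least 10% and every replicate at or above 10%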;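 note: 0% = median of on-plate neutral control wells and 100% = ellipticine 6 µM median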
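System: SV40-immortalized XiGFP fibroblast cells, line 68-5-11 / Incubation: 3-day compound exposure, then 15 min fixation at room temperature / Compound: single concentration per compound, delivered by pin transfer / Buffer or medium: DMEM plus 5-aza-dC sensitizer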
F508del corr: F508del CFTR correction, initial screen, CFBE line, single point; CFBE cells, YFP halide quenching; stimulated with forskolin plus potentiator P3; % fluorescence drop versus neutral controls; activity (quench increase), % at 7.58 µM; 350,000 compounds, 0.36% hits; AID 720511, 2013;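 active = mean added fluorescence quench of at least 8% versus neutral control, with both replicates also reaching 8%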;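 note: cells transiently co-express mutant CFTR-F508del with the halide-sensitive YFP; corrector assay measuring rescue of mutant channel to the surface after 24 h compound exposure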
PAX8 reporter: inhibitors of PAX8-driven TPO luciferase reporter, primary screen, RMG-I cells, single concentration. SteadyGlo, 24 h. inhibition, % at 12.6 µM. 360,000 compounds, 1.2% hits. AID 652154, 2013;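 active = mean replicate inhibition at least 60% with every replicate also reaching 60%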;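 note: luciferase light reporting Pax8 driven TPO promoter activity; plate controls were median of neutral control wells for no effect and mitoxantrone controls for full effect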
INS-1E GSIS act: GLuc luminescence reporter in INS-1E cells, primary screen for activators of glucose-dependent secretion of insulin; INS-1E GLuc reporter insulin secretion, 2-3 h; activation, % at 16.6 µM; 370,000 compounds, 0.61% hits;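 active = lowest replicate activation of at least 40%, so every replicate reaches that level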;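 note: 0% = median of neutral control wells and 100% = median of IBMX positive control wells; some compounds called inactive have numbers as strong as hits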
ARNT TACC3 PPI: disruptors of ARNT/TACC3 protein interaction, primary screen, biochemical, AlphaScreen, single concentration. inhibition, % at 9.99 µM. Transforming acidic coiled-coil-containing protein 3 (Homo sapiens), Q9Y6A5. AlphaScreen His-ARNT PAS-B/GST-TACC3 binding, luminescence; TACC3 fragment carries E629A point mutation. AID 623870, 2012. 390,000 compounds, 0.66% hits;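 active = mean inhibition of replicates at least 50% and at least half of replicates each reaching 50%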;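 note: 0% = complete ARNT plus TACC3 wells and 100% = ARNT alone without TACC3; many hits fall short of the cut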
ERp5 block: inhibitors of ERp5-driven insulin aggregation, primary screen, biochemical, turbidity, absorbance 650 nm, single point; Protein disulfide-isomerase A6 (Homo sapiens), Q15084; 90 min; inhibition, % at 9.99 µM; 350,000 compounds, 0.05% hits;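 active = mean replicate inhibition above about 25%, with every replicate also reaching it, limit read from the data, passing the limit was not always enough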
Target sequence (Q15084 whole entry, looked up): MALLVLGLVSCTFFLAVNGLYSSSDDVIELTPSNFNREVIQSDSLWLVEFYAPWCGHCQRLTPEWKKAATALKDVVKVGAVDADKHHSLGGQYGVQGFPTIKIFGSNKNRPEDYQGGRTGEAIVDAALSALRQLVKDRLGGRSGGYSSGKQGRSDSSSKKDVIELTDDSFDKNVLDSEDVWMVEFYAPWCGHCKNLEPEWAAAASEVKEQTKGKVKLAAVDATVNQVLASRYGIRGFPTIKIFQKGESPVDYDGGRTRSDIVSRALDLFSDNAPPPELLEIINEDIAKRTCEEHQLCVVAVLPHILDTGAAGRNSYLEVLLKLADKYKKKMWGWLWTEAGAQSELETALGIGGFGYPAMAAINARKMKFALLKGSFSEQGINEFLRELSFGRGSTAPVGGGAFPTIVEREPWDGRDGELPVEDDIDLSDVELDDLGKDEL
Starred values were filed as active, the others as inactive; · = no result given; & = joins results of further samples.

Letter code: A = EWS-Fli inh; B = DENV2 CPE rescue; C = Xi reactivation; D = F508del corr; E = PAX8 reporter; F = INS-1E GSIS act; G = ARNT TACC3 PPI; H = ERp5 block
Cc1ccc(OCCNC(=O)/C=C/c2ccccc2)cc1C
  A: ·	B: ·	C: 0.1	D: ·	E: 4.6	F: -17.6	G: -0.4	H: ·

O=C(C[C@@H]1CC[C@H]2[C@@H](COC[C@@H](O)CN2C(=O)c2ccc3c(c2)OCO3)O1)NC1CCCC1
  A: 2.4	B: -3.3	C: 0.2	D: 0.6	E: -8.1	F: 15.0	G: 2.5	H: ·

O=[N+]([O-])c1cccc(-c2cc3ccccc3[nH]2)c1
  A: -63.9	B: -6.7	C: 0.5	D: 0.1	E: -30.1	F: 0.5	G: -0.3	H: 5.6

COc1ccc(-n2cccc2/C=C2/NC(=O)N(c3cccc(Cl)c3)C2=O)cc1
  A: -10.6	B: 2.0	C: -0.1	D: ·	E: -26.9	F: ·	G: -4.2	H: -5.9

CC(=O)Nc1ccc(C)c(NC(=S)Nc2ccc(F)cc2)c1
  A: 7.2	B: 1.4	C: 0.0	D: -3.2	E: 3.4	F: -11.6	G: -2.3	H: -4.4

CC1(C)Cc2c(sc(NC(=O)Cc3ccccc3)c2C#N)C(C)(C)N1
  A: 7.7	B: -2.1	C: -0.1	D: -0.1	E: 4.2	F: -4.9	G: ·	H: 0.3

C[C@@H]1CN([C@@H](C)CO)C(=O)c2cc(-c3ccncc3)cnc2O[C@@H]1CN(C)C(=O)NC1CCCC1
  A: 5.0	B: 15.4	C: -0.7	D: 4.9	E: ·	F: 0.7	G: -3.8	H: 9.0

CCCn1ncc(CN2CCC(Cc3cccc(F)c3)(C(=O)OCC)CC2)c1C
  A: -8.8	B: 9.6	C: 0.0	D: 2.3	E: 7.4	F: -12.4	G: ·	H: -4.0

CN(C)C(=O)CN1C(=O)c2cccc3cccc1c23
  A: 12.7	B: 3.0	C: 0.1	D: -1.1	E: -3.4	F: 3.4	G: 5.3	H: 4.5

O=C(Cc1nnc(NC(=O)c2ccccc2)s1)N/N=C/c1ccco1
  A: -34.5	B: ·	C: 0.0	D: -0.8	E: 131.6*	F: ·	G: 0.2	H: 0.8

Cc1ccc(/C=N/Nc2ccc(C(=O)O)cc2)s1
  A: 66.8*	B: 7.3	C: 0.0	D: 2.8	E: 74.6*	F: -8.9	G: -3.0	H: -3.2

CCOC(=O)C1=C(C(=O)OCC)C2N(Cc3ccc(C#N)cc3)c3ccccc3[C@@]23C[C@@H](C(=O)OC)N(S(=O)(=O)c2ccc(C#N)cc2)C3=N1 (stereo partly drawn)
  A: 2.7	B: 7.8	C: 0.3	D: -1.1	E: -10.2	F: ·	G: ·	H: 6.0

O=C1CCN(Cc2ccccc2)C=C1c1ccc(Cl)cc1
  A: -0.7	B: 17.2	C: 0.0	D: -2.0	E: -10.9	F: -32.0	G: 1.1	H: -5.2

Cc1ccc(OCC(=O)NC(=S)Nc2cccc(NC(=O)c3ccc(Cl)cc3Cl)c2)cc1
  A: ·	B: ·	C: 0.0	D: ·	E: 12.6	F: -3.2	G: -5.0	H: ·

O=C(Nc1ccc(Cl)cc1)N[C@H]1CC[C@H](CCn2cc(Cc3ccccc3)nn2)O[C@H]1CO
  A: 2.0	B: 3.6	C: 0.2	D: -2.3	E: 8.8	F: 0.1	G: -9.1	H: -3.1

COc1ccc(CCNC(=O)C2CC=CCC2C(=O)O)cc1 (stereo not drawn)
  A: -6.2	B: -4.2	C: -0.1	D: 1.0	E: -7.7	F: -3.2	G: -13.0	H: 0.5

C[C@@H]1CCCCO[C@H](CN(C)Cc2ccc(Cl)c(Cl)c2)[C@@H](C)CN([C@@H](C)CO)C(=O)c2cc(NS(=O)(=O)c3ccc(Cl)cc3)ccc2O1
  A: 0.8	B: 5.8	C: 0.5	D: 11.5*	E: 79.9*	F: -1.4	G: ·	H: 4.8

O=C(Nc1ccccn1)c1ccc2ccccc2c1O
  A: -93.1	B: -0.5	C: -0.1	D: -0.4	E: -120.6	F: -22.6	G: 3.0	H: 2.3

Cc1ccc(C(=O)NC(=S)N2CCN(C(=O)OC(C)(C)C)CC2)cc1Br
  A: -3.8	B: 0.7	C: 0.0	D: -3.9	E: -18.5	F: 0.4	G: 1.6	H: 1.7

[O-]/C(=C(\C(=S)NCc1ccc2c(c1)OCO2)[n+]1ccccc1)c1ccc(Cl)s1
  A: -4.2	B: -3.2	C: -0.2	D: 1.3	E: -2.4	F: 26.1	G: 0.3	H: -4.3

C[C@@H]1CN([C@@H](C)CO)C(=O)c2cc(NS(C)(=O)=O)ccc2O[C@H]1CN(C)Cc1ccc(Oc2ccccc2)cc1
  A: 8.6&10.7	B: 12.6&2.4	C: 0.0&0.0	D: -5.4&4.0	E: 31.0&10.4	F: 15.2&-27.4	G: -4.5&2.2	H: 0.3&1.0

Oc1cccc(CN2CCOCC2)c1O
  A: -3.8	B: 2.2	C: 0.2	D: 0.9	E: 15.8	F: 6.8	G: 14.9*	H: -1.7

COC(=O)c1ccc(NC(=O)CSC2=NCCN2)cc1
  A: ·	B: ·	C: 0.6	D: ·	E: 5.2	F: 18.0	G: 24.7	H: ·

C[C@@H]1CCCCO[C@@H](CN(C)C(=O)Cc2ccccc2)[C@H](C)CN([C@@H](C)CO)C(=O)c2cc(NS(C)(=O)=O)ccc2O1
  A: 0.1	B: ·	C: 0.7	D: 1.1	E: -1.8	F: 14.2	G: ·	H: ·

Cc1ccc(Cn2c(=O)c3ccccc3n3c(CCC(=O)O)nnc23)cc1
  A: -15.5	B: -2.0	C: 0.0	D: 1.9	E: -5.6	F: 1.6	G: -2.6	H: 5.0

(more compounds)
Letter code: A = EWS-Fli inh; B = DENV2 CPE rescue; C = Xi reactivation; D = F508del corr; E = PAX8 reporter; F = INS-1E GSIS act; G = ARNT TACC3 PPI; H = ERp5 block
COC(=O)c1cc(S(=O)(=O)NCCCN2CCCC2=O)cn1C
  A: -7.4	B: -6.3	C: 0.2	D: 3.2	E: -1.8	F: 28.3	G: -4.0	H: 3.7

COc1ccc2cc(/C=N/NC(=O)c3ccc(CN(c4ccc(C)c(C)c4)S(C)(=O)=O)cc3)c(Cl)nc2c1
  A: ·	B: ·	C: 0.1	D: ·	E: 5.7	F: -1.0	G: 2.8	H: ·

O=C(COC(=O)c1ccc(OC(F)F)cc1)NCc1cccs1
  A: 0.1	B: -0.1	C: -0.1	D: -1.7	E: -1.9	F: 7.0	G: -1.8	H: 9.2

C[C@H]1CN([C@@H](C)CO)C(=O)Cc2cc(NC(=O)Nc3cccc4ccccc34)ccc2O[C@H]1CN(C)C(=O)NC1CCCCC1
  A: -1.9	B: 8.3	C: -0.1	D: -0.1	E: 26.8	F: -13.5	G: 6.5	H: 3.5

O=C(NCCc1ccccn1)c1ccc(OC(F)F)cc1
  A: -30.3	B: -0.1	C: 0.0	D: -0.4	E: -22.5	F: 2.4	G: -5.7	H: 4.0

Structures above that have a cyano group:
Letter code: A = EWS-Fli inh; B = DENV2 CPE rescue; C = Xi reactivation; D = F508del corr; E = PAX8 reporter; F = INS-1E GSIS act; G = ARNT TACC3 PPI; H = ERp5 block
CC1(C)Cc2c(sc(NC(=O)Cc3ccccc3)c2C#N)C(C)(C)N1
  A: 7.7	B: -2.1	C: -0.1	D: -0.1	E: 4.2	F: -4.9	G: ·	H: 0.3

CCOC(=O)C1=C(C(=O)OCC)C2N(Cc3ccc(C#N)cc3)c3ccccc3[C@@]23C[C@@H](C(=O)OC)N(S(=O)(=O)c2ccc(C#N)cc2)C3=N1 (stereo partly drawn)
  A: 2.7	B: 7.8	C: 0.3	D: -1.1	E: -10.2	F: ·	G: ·	H: 6.0

Five of the entries above in order of the DENV2 CPE rescue value, smallest number first.
compound	DENV2 CPE rescue
O=C(C[C@@H]1CC[C@H]2[C@@H](COC[C@@H](O)CN2C(=O)c2ccc3c(c2)OCO3)O1)NC1CCCC1	-3.3
CC1(C)Cc2c(sc(NC(=O)Cc3ccccc3)c2C#N)C(C)(C)N1	-2.1
Cc1ccc(Cn2c(=O)c3ccccc3n3c(CCC(=O)O)nnc23)cc1	-2.0
O=C(COC(=O)c1ccc(OC(F)F)cc1)NCc1cccs1	-0.1
C[C@@H]1CCCCO[C@H](CN(C)Cc2ccc(Cl)c(Cl)c2)[C@@H](C)CN([C@@H](C)CO)C(=O)c2cc(NS(=O)(=O)c3ccc(Cl)cc3)ccc2O1	5.8

Source: PubChem BioAssay
